Source: PubChem
Fh CTSL1 inh – Fasciola hepatica cathepsin L1 inhibitors, primary screen, counter-screen for PFM18AAP inhibitor project, biochemical, QFRET, fluorogenic peptide substrate; recombinant F. hepatica cathepsin L1, Z-Leu-Arg-MCA fluorescence; inhibition, % at 5.96 µM; actives 0.49% (n = 300,000); AID 1906, 2009;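 active means inhibition above the mean of all tested compounds plus 3 SD, set per screening campaign, cut at about 17% in these data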;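 further: 0% = plate median of test compound wells and 100% = 1 µM Z-Phe-Ala-diazomethylketone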
Efflux pump inh – inhibitors of Candida efflux pumps in yeast, primary screen, S. cerevisiae, Nile Red, multiplex | S. cerevisiae Candida pump triplex | inhibition, % at 10 µM | actives 0.44% (n = 330,000) | AID 485275, 2010;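 active means plate passing quality check with inhibition over a set limit, or well fluorescence over plate mean plus 4 SD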;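 further: Nile Red retained in pooled yeast measured as flow cytometry median fluorescence; 0% = buffer negative control and 100% = Enniatin B positive control; higher means more Nile Red kept so more efflux inhibition; some compounds called inactive have numbers as strong as hits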
TPT1 inh – Candida albicans TPT1 enzyme inhibitors, primary screen, biochemical, fluorescence polarization; recombinant caTPT1, FP RNA substrate dephosphorylation; tRNA 2'-phosphotransferase TPT1 (Candida albicans SC5314); actives 0.81% (n = 300,000); inhibition, % at 5 µM;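 active means inhibition above the mean of all tested compounds plus 3 SD, set per screening campaign, cut at about 24% in these data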;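 further: plate controls were DMSO alone for no effect and ferristatin control at 100 nM for full effect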
PP1 counter – PP1-alpha phosphatase inhibitors, primary screen, counter-screen for PP5 inhibitor project, biochemical, fluorescence, OMFP substrate, single point; purified PP1alpha; actives 0.9% (n = 320,000); Serine/threonine-protein phosphatase PP1-alpha catalytic subunit (Homo sapiens), P62136; inhibition, % at 6.7 µM;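 active means inhibition above the mean inhibition of all tested compounds plus 3 SD, computed separately for each screening campaign, cut at about 15% in these data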
Target sequence (P62136 whole entry, looked up): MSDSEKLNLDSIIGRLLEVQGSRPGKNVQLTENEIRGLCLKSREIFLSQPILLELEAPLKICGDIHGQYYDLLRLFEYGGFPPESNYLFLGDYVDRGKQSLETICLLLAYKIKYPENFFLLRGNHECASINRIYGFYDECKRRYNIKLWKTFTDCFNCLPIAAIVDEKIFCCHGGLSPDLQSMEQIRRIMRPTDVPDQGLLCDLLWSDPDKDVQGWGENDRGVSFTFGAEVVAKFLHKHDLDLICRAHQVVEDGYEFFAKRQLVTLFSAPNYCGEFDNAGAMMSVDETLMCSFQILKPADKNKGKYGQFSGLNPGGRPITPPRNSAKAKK
PP5 primary – PP5 phosphatase inhibitors, primary screen, biochemical, fluorescence; Serine/threonine-protein phosphatase 5 (Homo sapiens), P53041; purified PP5c, OMFP substrate fluorescence; inhibition, % at 6.7 µM; actives 0.18% (n = 320,000); AID 1987, 2009;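 active means inhibition above the campaign's mean inhibition across all tested compounds plus 3 SD, cut at about 9.5% in these data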;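 further: 0% = DMSO only and 100% = 100 µM cantharidin control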
core dimer inh – inhibitors of HCV core protein dimerization, primary screen, biochemical, TR-FRET, high-throughput | TR-FRET GST/Flag-core106 dimerization, 1536-well | inhibition, % at 5 µM | actives 0.33% (n = 300,000);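 active means inhibition above the mean of all tested compounds plus 3 SD, set per screening campaign, cut at about 45% in these data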
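Material: Tagged HCV core106 pair (GST and Flag) | Amount: GST-core106 13.5 nM, Flag-core106 17 nM | Medium: KF-containing HEPES buffer, pH 7.45, DTT, CHAPS, BSA | Reagent: Eu donor and XL665 acceptor anti-tag antibodies | Schedule: 4 h at 22.5 °C | Technique: Time-resolved FRET, ex 340 nm, em 617 and 671 nm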
PREPL inhibitor – PREPL enzyme inhibitors, primary screen, biochemical, fluorescence polarization; Prolyl endopeptidase-like (Homo sapiens), Q4J6C6; recombinant PREPL, fluorescence polarization activity-based probe; inhibition, % at 5.96 µM; actives 0.68% (n = 320,000); in the data active means inhibition above about 43%;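 further: 0% = enzyme with DMSO and 100% = wells lacking enzyme; many of its hits are not listed in these tables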
Target sequence (Q4J6C6 whole entry, looked up): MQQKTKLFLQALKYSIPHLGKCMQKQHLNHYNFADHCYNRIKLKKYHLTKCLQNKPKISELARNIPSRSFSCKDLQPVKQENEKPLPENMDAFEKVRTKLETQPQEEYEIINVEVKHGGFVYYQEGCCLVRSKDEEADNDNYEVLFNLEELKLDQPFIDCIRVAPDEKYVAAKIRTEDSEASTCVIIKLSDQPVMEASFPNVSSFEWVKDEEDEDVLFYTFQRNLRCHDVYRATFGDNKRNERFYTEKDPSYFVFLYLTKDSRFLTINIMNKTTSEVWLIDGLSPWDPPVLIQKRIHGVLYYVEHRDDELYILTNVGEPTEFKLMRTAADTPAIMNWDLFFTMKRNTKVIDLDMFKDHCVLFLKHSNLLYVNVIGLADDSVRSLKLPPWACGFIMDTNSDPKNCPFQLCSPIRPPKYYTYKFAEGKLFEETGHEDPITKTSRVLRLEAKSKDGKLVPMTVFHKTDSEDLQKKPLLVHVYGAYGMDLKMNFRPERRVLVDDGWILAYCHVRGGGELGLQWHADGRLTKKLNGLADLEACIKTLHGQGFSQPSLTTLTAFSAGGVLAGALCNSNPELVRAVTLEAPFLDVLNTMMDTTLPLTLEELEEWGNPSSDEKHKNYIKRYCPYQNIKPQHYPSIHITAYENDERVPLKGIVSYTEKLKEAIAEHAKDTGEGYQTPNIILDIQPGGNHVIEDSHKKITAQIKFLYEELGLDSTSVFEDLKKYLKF
ZTA DNA inh – ZTA (EBV) inhibition in EBNA-1 counter-screen. actives 0.15% (n = 320,000). P03206. ZTA-DNA binding, fluorescence polarization. inhibition, % at 11 µM; in the data active means inhibition above about 33%
EBNA-1 inhibitor – EBNA-1 DNA-binding inhibitors, primary screen, biochemical, fluorescence polarization; inhibition, % at 14.8 µM; actives 0.34% (n = 300,000); AID 1950, 2009; in the data active means inhibition above about 28%
Numbers without * were called inactive. Not all compounds are listed; count on the stated rates, not on these rows.

Fields: Fh CTSL1 inh	Efflux pump inh	TPT1 inh	PP1 counter	PP5 primary	core dimer inh	PREPL inhibitor	ZTA DNA inh	EBNA-1 inhibitor
1. Cc1cccc(NS(=O)(=O)c2cc(C(=O)OC(C)C(=O)NCc3ccc4c(c3)OCO4)ccc2C)c1 (centres undefined)
  1	-9.9	-3	2	2.2	15	-5	1	13
2. COC(=O)c1ccc(C(=O)OC)c(NC(=O)c2cccnc2)c1
  -3	0.2	2	3	-0.4	-4	12	-4	-20
3. CCC1(C)Cc2c(sc3nn[nH]c(=O)c23)CO1 (centres undefined)
  -2	0.0	2	-1	2.5	-4	-2	-12	2
4. COc1ccccc1C(=O)COC(=O)c1ccccc1O
  1	0.4	-1	3	4.9	4	11	-16	-21
5. COc1ccc(N(CC(=O)N/N=C/c2ccc3c(c2)OCO3)S(=O)(=O)c2ccc(NC(C)=O)cc2)cc1
  1	0.1	0	-1	1.3	17	-48	-5	12
6. CCC(=O)Nc1nc(C)cc(SCC(=O)OC)n1
  1	0.0	0	5	-1.3	-4	8	-19	-2
7. Cc1ccc(S(=O)(=O)c2c(C)cc(-c3ccccc3)[nH]c2=O)cc1
  -9	0.2	-7	1	1.9	9	-19	-7	1
8. O=C(C(=O)N1CCCCC1)c1cn(CC(=O)N2CCCCCC2)c2ccccc12
  -2	-0.3	-9	-2	-1.2	11	6	-2	10
9. CSc1ccc(S(=O)(=O)N2CCC(C(=O)NCc3ccccn3)CC2)cc1
  -5	0.0	-2	0	1.5	-11	9	-22	-4
10. CN(C)Cc1nc2c([nH]1)c(=O)n(C)c(=O)n2C
  -2	0.1	-1	-4	0.3	-20	-4	-16	-6
11. O=C(O)CC1c2ccccc2S(=O)(=O)N1Cc1ccccc1 (centres undefined)
  2	-0.2	-4	0	0.9	5	-4	1	10
12. Cc1ccnc(-n2c(CCN3C(=O)c4ccccc4C3=O)nc3ccccc3c2=O)c1
  0	0.0	-3	-1	0.0	-3	-9	-12	-8
13. CCOC(=O)Cc1[nH]nc2c1C(c1ccsc1)C(C#N)=C(N)O2 (centres undefined)
  1	0.0	-1	-1	1.6	-2	-4	20	-9
14. O=C1CC(C(=O)N2CCc3ccccc32)CN1c1ccc(F)cc1 (centres undefined)
  3	0.1	-1	2	2.6	0	6	-2	-4
15. CCCCNC(=O)CCCCCn1c(=O)[nH]c2cc(OC)c(OC)cc2c1=O
  1	-0.1	2	4	1.1	3	-3	-7	1
16. O=C(NCCC1=CCCCC1)C(=O)NCc1ccccc1
  3	0.3	2	-2	-1.4	-2	9	2	-9
17. CCc1nnc(NC(=O)c2cc(-c3ccncc3)nc3ccccc23)s1
  3	0.0	1	2	-0.4	-2	12	-2	-5
18. COC(=O)c1ccc(CNC(=O)C2CCC(=O)N(C3CCCCCC3)C2)cc1 (centres undefined)
  -1	-0.1	0	-2	2.6	0	6	-3	-4
19. O=C(COc1ccccc1)N1CCN=C1c1ccccc1
  4	0.1	-5	-2	4.6	-4	3	-10	-2
20. O=C(Nc1nnc(COc2ccc(Cl)cc2)s1)c1cccs1
  3	-0.1	-5	7	-11	1	7	7	-2
21. Cc1ccnc(SC2CC(=O)N(c3ccc(F)cc3)C2=O)n1 (centres undefined)
  -11	-0.1	-2	-2	1.6	11	-6	-3	-5
22. CCOC(=O)c1ccc(S(=O)(=O)NNS(=O)(=O)c2ccc(C)cc2)cc1
  -1	2.1*	-2	-2	-0.2	3	-1	-6	4
23. COc1cc(OC)c(NC(=O)CCNS(=O)(=O)c2ccc3c(c2)CC(C)N3C(C)=O)cc1Cl (centres undefined)
  4	-0.1	-2	-11	-6.1	-20	4	-10	-10
24. COc1ccccc1N1CCN(C(=O)CSc2nc(N)cc(=O)[nH]2)CC1
  -2	-0.1	2	3	1.4	1	2	-4	3
25. CCOc1cc(CNCc2cccs2)cc(Br)c1OC
  4	0.0	-4	1	0.2	-1	-3	-6	7
26. O=C1CSC(c2cccnc2)N1c1cccc(Cl)c1 (centres undefined)
  -2	0.0	-1	-2	-0.7	1	-2	4	1
27. C=CCNC(=O)CSc1ncc2c(n1)-c1c(csc1SC)CC2
  6	-0.3	-2	-3	2.0	3	16	-8	-6
28. COc1ccccc1NC(=O)C(C)OC(=O)CC1CCCC1 (centres undefined)
  -1	0.0	-5	-1	-0.4	3	0	2	10
29. COc1ccc(NC(=S)NNC(=O)c2ccccc2OC(F)F)cc1
  -3	-0.1	-5	-1	0.6	1	-1	8	11
30. O=c1nc2ccccc2c(NS(=O)(=O)c2ccc(Cl)cc2)n1-c1ccccc1
  -2	0.1	-2	-1	2.2	42	-1	-12	3
31. O=C(CCCN1C(=O)/C(=C/c2cccs2)SC1=S)Nc1ccccc1O
  6	-0.3	20	6	-1.2	-9	-5	-14	4
32. CC(=O)c1ccc(NC(=O)C(C)OC(=O)C2CCN(c3ccc(C(F)(F)F)cn3)CC2)cc1 (centres undefined)
  3	0.1	1	1	4.7	3	2	3	-10
33. CO/N=C(/CS(=O)(=O)c1ccc(C)cc1)c1ccc(OC)cc1
  1	0.0	2	-3	2.7	10	-1	7	-6
34. O=c1[nH]cc(C(F)(F)F)cc1NS(=O)(=O)c1ccccc1[N+](=O)[O-]
  2	0.0	1	-5	-1.1	5	-11	-6	1
35. CC(=O)c1ccc(OCC(=O)Nc2ccccc2N2CCCC2)cc1
  -2	0.2	5	2	1.6	1	8	4	8
36. CC(=O)Nc1cccc(Oc2nc(-c3ccccn3)nc3ccccc23)c1
  -4	0.0	1	-1	-0.2	4	0	3	2
37. COc1ccc(-c2noc(C3CCCN(C(=O)c4ccccc4)C3)n2)cc1 (centres undefined)
  -2	0.0	4	-3	-2.0	6	15	7	4
38. C[C@H](NC(=O)COc1ccc(Cl)cc1)C(=O)N1CCC2(CC1)NCCc1[nH]cnc12
  1	0.0	-1	-3	2.0	7	-1	13	-1
39. Cn1c(-c2nonc2N)nc2ccccc21
  3	-0.1	-5	-3	-3.4	6	3	3	1
40. CC1CCN(C(=O)CSc2nc3[nH]ncc3c(=O)[nH]2)CC1
  -3	0.1	-1	-3	0.6	-2	1	7	3

Going on with the list.
| nr | compound | Fh CTSL1 inh | Efflux pump inh | TPT1 inh | PP1 counter | PP5 primary | core dimer inh | PREPL inhibitor | ZTA DNA inh | EBNA-1 inhibitor |
| --- | --- | --- | --- | --- | --- | --- | --- | --- | --- | --- |
| 41 | N/C(=N\OC(=O)CCCc1ccccc1)c1ccc(Br)cc1 | -55 | -0.2 | 0 | -2 | -1.6 | -1 | 0 | -4 | 17 |
| 42 | Cc1ccc(NC(=O)CN2CCCC2)cc1 | 4 | 0.1 | -2 | -3 | 0.2 | -3 | 12 | -8 | -5 |
| 43 | O=C(CSc1ncn(-c2ccccc2)n1)Nc1nccs1 | 3 | -0.1 | 2 | -2 | -1.4 | -2 | -5 | 21 | 18 |
| 44 | O=C(O)c1ccc(SCc2ccccc2)nc1 | 3 | 0.3 | -1 | -1 | 3.1 | 4 | -8 | -10 | -3 |
| 45 | CCOC(=O)c1c(S(=O)(=O)NCc2ccc(OC)cc2)c(C)n(C)c1C | -10 | 0.1 | -3 | 2 | -1.5 | -1 | 0 | 8 | -11 |
| 46 | N#CC1=C(N)N2C(=C(C#N)C1c1ccccc1)Sc1ccccc12 (centres undefined) | -4 | 0.5 | 11 | -4 | -1.2 | 2 | 1 | 14 | -5 |
| 47 | CC1(C)CC2(CCO1)C(Nc1ccccc1)=NC(=S)N2CC(N)=O (centres undefined) | 0 | 0.2 | 2 | -10 | 3.6 | -3 | 10 | -3 | -1 |
| 48 | C=C1C(C(=O)Nc2ccccc2)C1C(=O)Nc1ccccc1 (centres undefined) | -2 | -0.1 | -1 | -2 | -0.1 | 1 | 3 | 14 | 13 |

Next section, starting with the last 7 of the part before.
| nr | compound | Fh CTSL1 inh | Efflux pump inh | TPT1 inh | PP1 counter | PP5 primary | core dimer inh | PREPL inhibitor | ZTA DNA inh | EBNA-1 inhibitor |
| --- | --- | --- | --- | --- | --- | --- | --- | --- | --- | --- |
| 42 | Cc1ccc(NC(=O)CN2CCCC2)cc1 | 4 | 0.1 | -2 | -3 | 0.2 | -3 | 12 | -8 | -5 |
| 43 | O=C(CSc1ncn(-c2ccccc2)n1)Nc1nccs1 | 3 | -0.1 | 2 | -2 | -1.4 | -2 | -5 | 21 | 18 |
| 44 | O=C(O)c1ccc(SCc2ccccc2)nc1 | 3 | 0.3 | -1 | -1 | 3.1 | 4 | -8 | -10 | -3 |
| 45 | CCOC(=O)c1c(S(=O)(=O)NCc2ccc(OC)cc2)c(C)n(C)c1C | -10 | 0.1 | -3 | 2 | -1.5 | -1 | 0 | 8 | -11 |
| 46 | N#CC1=C(N)N2C(=C(C#N)C1c1ccccc1)Sc1ccccc12 (centres undefined) | -4 | 0.5 | 11 | -4 | -1.2 | 2 | 1 | 14 | -5 |
| 47 | CC1(C)CC2(CCO1)C(Nc1ccccc1)=NC(=S)N2CC(N)=O (centres undefined) | 0 | 0.2 | 2 | -10 | 3.6 | -3 | 10 | -3 | -1 |
| 48 | C=C1C(C(=O)Nc2ccccc2)C1C(=O)Nc1ccccc1 (centres undefined) | -2 | -0.1 | -1 | -2 | -0.1 | 1 | 3 | 14 | 13 |
| 49 | COCCNC(=O)COc1ccccc1Cl | -3 | -0.1 | 1 | 1 | 1.1 | 0 | -6 | 7 | 1 |
| 50 | Cc1cc(C)c2c(c1)SC1=NC(c3ccccc3)(C(F)(F)F)NC(=O)N12 (centres undefined) | -2 | 0.4 | 3 | 0 | 1.6 | 2 | 7 | -2 | -5 |
| 51 | CC(=O)c1cccc(NC2c3ccccc3C(=O)N2Cc2ccc3c(c2)OCO3)c1 (centres undefined) | 6 | 0.0 | -4 | 4 | 1.5 | -3 | 11 | -2 | -3 |
| 52 | COc1ccccc1/C=C1\N=C(C(C)(C)C)OC1=O | 1 | 0.0 | -3 | 0 | 1.4 | -1 | -2 | 5 | 4 |
| 53 | CS(=O)(=O)N(CC(=O)N1CCOCC1)Cc1ccccc1 | 1 | -0.1 | 6 | 1 | 2.6 | -1 | -5 | 5 | -8 |
| 54 | CNC(=O)c1ccsc1NC(=O)C1CCCN1S(=O)(=O)c1cccs1 (centres undefined) | 1 | -0.1 | 2 | -4 | 0.1 | 0 | -4 | 12 | 8 |
| 55 | Cc1ccc(SCCC(=O)Nc2nccs2)cc1 | -1 | -0.1 | 1 | 1 | 0.7 | -1 | 6 | -9 | -8 |
| 56 | Nc1c(C(=O)NCc2ccc(Cl)cc2)sc2nc3c(c(C(F)(F)F)c12)CCC3 | 1 | 0.1 | 3 | -1 | 2.7 | 1 | 8 | 6 | -3 |
| 57 | O=C(NCCCc1ccccc1)C1CCN(S(=O)(=O)c2ccc(F)cc2)CC1 | -1 | 0.1 | -5 | 0 | -0.1 | -6 | 12 | -10 | 2 |
| 58 | COc1ccc(C(CC(=O)c2ccccc2)CC(=O)c2ccccc2)cc1OC | 3 | -0.1 | -3 | 2 | 3.5 | -12 | 26 | -14 | 0 |
| 59 | COc1ccccc1/C=c1\sc2nc(-c3ccco3)nn2c1=O | -3 | 0.3 | 13 | -4 | 3.3 | 57* | -4 | 1 | -11 |
